SIAE inh – human SIAE inhibitors, primary screen, biochemical, fluorescence polarization, FP-Rh probe, 1536-well HTS; SIAE FP-Rh probe binding; actives 0.69% (n = 370,000); AID 1053197, 2014; inhibition, % at 9.66 µM;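 active = inhibition above a cutoff: mean of compounds within the control limits plus 3 SD of those, cut at about 17% in these data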;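 note: 0% = plate median of compound wells and 100% = probe without SIAE protein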
Target sequence (Q9HAT2 whole entry, looked up): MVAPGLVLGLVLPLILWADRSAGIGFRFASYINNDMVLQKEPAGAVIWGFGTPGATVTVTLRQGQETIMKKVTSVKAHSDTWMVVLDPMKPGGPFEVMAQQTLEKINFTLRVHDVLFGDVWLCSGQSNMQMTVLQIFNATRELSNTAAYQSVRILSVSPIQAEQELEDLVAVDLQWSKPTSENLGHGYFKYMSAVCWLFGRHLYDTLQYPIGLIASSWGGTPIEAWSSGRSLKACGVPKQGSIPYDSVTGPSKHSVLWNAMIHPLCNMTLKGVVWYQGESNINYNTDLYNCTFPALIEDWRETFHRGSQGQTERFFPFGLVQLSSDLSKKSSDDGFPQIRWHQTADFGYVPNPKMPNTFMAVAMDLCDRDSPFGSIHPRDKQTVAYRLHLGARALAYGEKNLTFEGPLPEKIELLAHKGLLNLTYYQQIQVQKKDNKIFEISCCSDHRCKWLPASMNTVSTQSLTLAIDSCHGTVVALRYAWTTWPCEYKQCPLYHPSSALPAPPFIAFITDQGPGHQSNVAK
proKLK7 act – proKLK7 zymogen activators, primary screen, biochemical, fluorescence intensity; Kallikrein-7 (Homo sapiens), P49862; purified proKLK7, EDANS-DABCYL substrate fluorescence; 100% is mature enzyme control, 0% vehicle; activation, % at 7 µM; actives 0.9% (n = 370,000); AID 652039, 2013;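 active = activation above the mean of all tested compounds plus 3 SD, computed per campaign excluding outliers beyond control limits, cut at about 13% in these data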
TDP2 inh – human TDP2 enzyme inhibitors, primary screen, biochemical, epi absorbance, recombinant enzyme | Tyrosyl-DNA phosphodiesterase 2 (Homo sapiens), O95551 | T5PNP hydrolysis, p-nitrophenol absorbance 415 nm | inhibition, % at 12.8 µM | actives 0.34% (n = 370,000) | AID 720702, 2013;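 active = inhibition above the mean of all tested compounds plus 3 SD, set per campaign, cut at about 25% in these data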;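 note: 0% = DMSO with enzyme and 100% = buffer with substrate but no TDP2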
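Incubation: 2 h at 37 °C; Test system: recombinant human TDP2; Quantity: enzyme 120 nM; Read-out basis: percent inhibition; Medium: 50 mM Tris-HCl pH 7.5 with Mg2+, KCl, DTT, BSA; Repeats: single replicate; Compound: 12.8 µM single point, 1% DMSO; Signal: epi absorbance; Reagent: 5 mM T5PNP chromogenic substrate; Benchmarks: no-enzyme high, DMSO-plus-enzyme low.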
Tn7 DDE FP – inhibitors of Tn7 peptide binding to fibrin DD(E), primary screen, biochemical, fluorescence polarization, human fibrin, Tn7 probe | FP displacement of FITC-Tn7 peptide from fibrin DD(E); 0% = median of compound wells per plate | AID 720508, 2013 | inhibition, % at 8.3 µM | Fibrinogen beta chain (Homo sapiens), P02675 | actives 0.13% (n = 370,000);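 active = inhibition above the mean of compounds falling within the control limits plus 3 SD of them, cut at about 14% in these data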;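 note: 0% = plate median of compound wells and 100% = 10 µM Aha-Tn7 peptide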
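Test system: human clot-derived fibrin DD(E) complex / Quantity: 2 µM final DD(E) protein / Incubation: 10 min plus 3 h, room temperature / Measured by: fluorescence polarization / Benchmarks: high control of 10 µM Aha-Tn7 peptide / Replicates: singlicate testing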
PRMT1 FP inh – PRMT1 methyltransferase inhibitors, primary screen, biochemical, fluorescence polarization; inhibition, % at 2.79 µM; recombinant PRMT1, activity-based probe fluorescence polarization; AID 652257, 2013; Protein arginine N-methyltransferase 1 (Homo sapiens), Q99873; actives 1.3% (n = 370,000);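 active = inhibition above about 21% made by adding two undisclosed values, limit read from the data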
MBD2 DNA inh – inhibitors of MBD2 binding to methylated DNA, primary screen, biochemical, TR-FRET, DNA-binding domain, human | MBD2 binding to methylated oligonucleotide | inhibition, % at 4.4 µM | actives 0.31% (n = 370,000) | AID 686964, 2013; in the data active = inhibition above about 13%
Target sequence (Q9UBB5 whole entry, looked up, the tested form may be a part): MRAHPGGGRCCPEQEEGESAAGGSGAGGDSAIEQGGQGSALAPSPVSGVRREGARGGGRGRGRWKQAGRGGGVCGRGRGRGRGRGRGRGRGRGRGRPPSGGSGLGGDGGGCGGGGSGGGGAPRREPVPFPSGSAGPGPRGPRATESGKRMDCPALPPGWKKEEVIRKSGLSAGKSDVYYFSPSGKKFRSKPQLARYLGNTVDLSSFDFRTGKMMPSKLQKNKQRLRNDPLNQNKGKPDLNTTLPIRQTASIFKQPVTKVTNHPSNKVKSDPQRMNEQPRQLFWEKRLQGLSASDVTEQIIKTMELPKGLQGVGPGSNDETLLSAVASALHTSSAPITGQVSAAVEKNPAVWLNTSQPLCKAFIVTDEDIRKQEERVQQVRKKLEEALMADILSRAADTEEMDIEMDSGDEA
TCR CD3 inh – inhibitors of human TCR-CD3 interaction, primary screen, biochemical, fluorescence, TAMRA-labeled TCR probe. AID 651800, 2012. inhibition, % at 9.4 µM. T-cell receptor (TCR). actives 0.37% (n = 360,000); in the data active = inhibition above about 19%;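 note: recombinant mutant TCR 2C K166C tagged with TAMRA read by polarization; 0% = receptor in buffer alone and 100% = receptor with positive control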
LEDGF integ inh – blockers of LEDGF/p75-dependent integrase strand transfer – biochemical, TR-FRET, high throughput, primary screen | HIV-1 integrase (with human LEDGF/p75) | TR-FRET IN-LEDGF/p75 DNA integration, Eu/Cy5 | inhibition, % at 3.7 µM | actives 0.64% (n = 370,000) | AID 743269, 2014;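 active = inhibition above the screen-wide mean plus 3 SD, cut at about 13% in these data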;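 note: signal is the Cy5 over europium emission ratio at 671 and 618 nm; 0% = plate median of compound wells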
DDE Tn6 FP inh – inhibitors of Tn6 peptide binding to fibrin DD(E), primary screen, biochemical, fluorescence polarization, human fibrin, Tn6 probe; Fibrinogen beta chain (Homo sapiens), P02675; Fibrin DD(E) TRITC-Tn6 fluorescence polarization displacement; inhibition, % at 8.3 µM; actives 0.21% (n = 370,000); AID 720509, 2013;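 active = inhibition above a per-campaign cutoff: mean of compounds within control limits plus 3 SD, cut at about 15% in these data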;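 note: 0% = median of all compound wells on the plate and 100% = blocking peptide control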
UHRF1 MBD2 ctr – UHRF1 methylated DNA binding inhibitors, primary screen, counter-screen for MBD2 inhibitor project, biochemical, TR-FRET, human UHRF1, single concentration; inhibition, % at 4.4 µM; E3 ubiquitin-protein ligase UHRF1 (Homo sapiens), Q96T88; UHRF1 binding to methylated oligo; actives 0.75% (n = 370,000); AID 687016, 2013; in the data active = inhibition above about 21%;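 note: UHRF1 SRA domain binding a hemimethylated CpG hairpin DNA probe; 0% = median of test compound wells and 100% = reference inhibitor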
An asterisk follows results filed as active.

SMILES	SIAE inh	proKLK7 act	TDP2 inh	Tn7 DDE FP	PRMT1 FP inh	MBD2 DNA inh	TCR CD3 inh	LEDGF integ inh	DDE Tn6 FP inh	UHRF1 MBD2 ctr
Cc1nc(N)nc(Nc2ccc(C#N)cc2)c1Br	2	-0.5	-6	6	3	6	-2	-1	-10	0
COc1ccc(C2N=C(c3ccccc3)C(C)(C)N2O)cc1OC (stereo not drawn)	11	-0.4	9	4	1	0	2	-2	7	0
O=C(NCCS(=O)c1ccc(Cl)cc1)c1cccc(Cl)c1 (stereo not drawn)	-5	0.1	-5	-5	4	-1	-2	-2	0	5
CC(C)(C)CC(=O)Nc1nnc(CCc2ccccc2)s1	-4	0.0	-21	1	-5	-4	-7	2	-2	3
CN(CC(=O)Nc1ccc(Cl)c(C(F)(F)F)c1)C(=O)C1CC(=O)N(CCc2ccccc2)C1 (stereo not drawn)	6	0.0	-3	-9	1	-1	4	1	6	-3
O=C(/C=C/c1ccc2c(c1)OCO2)c1cccnc1	0	-0.1	-2	-2	9	4	-3	-3	-3	-1
O=c1oc(C2(O)CCCCC2)cc2ccc(/C=C/c3ccc(F)cc3)cc12	-1	-20	1	6	-1	2	7	-2	-4	-2
COc1ccc(CC(=O)OCn2nnc3ccccc3c2=O)cc1OC	-3	-0.4	-6	-3	-1	1	1	8	0	0
Cc1ccc(C(=O)Nc2ccccc2)cc1S(=O)(=O)Nc1ccc(Cl)cn1	-6	0.4	-3	-4	1	1	-4	-5	0	0
CC1(C(=O)NS(=O)(=O)c2ccccc2OC(F)(F)F)CCN1C(=O)c1ccco1 (stereo not drawn)	4	-0.1	7	8	1	-5	1	0	9	1
CN(CC(=O)Nc1ncn[nH]1)S(=O)(=O)c1ccc(Br)cc1	-1	-0.6	-3	-1	7	2	-9	-2	1	2
Cc1nc2ccccc2c(=O)n1/N=C/c1ccccc1Cl	0	0.5	-9	2	0	-5	6	-6	7	0
Cn1cc(C(=O)Nc2ccc(F)c(Cl)c2)cn1	4	0.3	1	8	-2	3	9	0	-4	-5
Cc1ccccc1Sc1ccc([N+](=O)[O-])cn1	-10	0.2	-11	-3	7	8	-3	4	-5	5
CN(Cc1ccccc1)C(=O)c1ccc(Nc2nc(CN)cs2)nc1	-2	0.1	2	-4	6	1	-3	-4	-5	1
O=C(NNC(=O)c1ccccc1Cl)c1ccccc1Cl	3	0.1	3	-5	1	0	-5	-3	2	1
COc1ccc(C(C)(O)c2nc(-c3ccccc3OC)cs2)cc1 (stereo not drawn)	-5	0.5	-2	0	-3	7	-7	1	-2	-1
COc1ccccc1N1CCN(C(=O)CSc2nnc(NC(=O)c3ccco3)s2)CC1	-1	0.9	5	-1	-1	0	4	-2	1	-1
CCOC(=O)N1CCN(S(=O)(=O)N2CCCC(C(=O)NCc3ccccc3OC)C2)CC1 (stereo not drawn)	-1	0.3	-2	4	-1	4	8	1	5	0
O=C(OCC#Cc1c(COC(=O)c2ccccc2)nnn1Cc1ccccc1)c1ccccc1	-4	0.9	-9	0	-1	0	8	-4	-5	2
O=C(CNS(=O)(=O)/C=C/c1ccccc1)OCC(=O)N1CCC(Cc2ccccc2)CC1	-1	0.4	4	0	0	-1	1	-1	-2	-3
C=CCN1C(=O)C2C(C(=O)NC3CCCC3)C3C=CC2(O3)C1C(=O)NC1CCCC1 (stereo not drawn)	-1	0.2	-8	-6	-4	0	-3	-3	6	0
CCC(CC)NC(=O)Nc1cccc(C)c1C	3	0.0	2	6	-3	4	-1	2	5	-3
COC(=O)c1nnn(-c2cccc(Cl)c2)c1C(=O)OC	-1	-0.2	0	-3	2	8	5	1	0	0
CC(C(=O)NC1CCCC1)n1c(-c2ccncc2)nc2ccccc21 (stereo not drawn)	-1	0.9	7	-3	2	0	3	1	-5	-3
Next part
SMILES	SIAE inh	proKLK7 act	TDP2 inh	Tn7 DDE FP	PRMT1 FP inh	MBD2 DNA inh	TCR CD3 inh	LEDGF integ inh	DDE Tn6 FP inh	UHRF1 MBD2 ctr
Cc1ccc(-c2nnn(CC(=O)Nc3cccc4cccnc34)n2)o1	-7	-0.1	-4	0	3	3	-1	-1	4	0
OC(c1ccccc1)C(O)c1ccccc1 (stereo not drawn)	-5	-0.8	-18	-6	-3	0	-1	2	3	3
Cn1nc(-c2ccc(Cl)cc2)cc1NC(=O)Nc1ccccc1	-7	-0.3	-9	6	1	2	1	-2	-9	-2
Cc1c(Cl)cccc1NC(=O)CC1SCCNC1=O (stereo not drawn)	-3	-0.4	6	0	7	3	0	-4	3	0
COc1ccc(C(CNC(=O)c2oc3ccc(F)cc3c2C)N2CCCCC2)cc1 (stereo not drawn)	8	0.7	2	5	-5	2	6	-1	3	-2
Cc1ccc(/C=N/NC(=O)c2cccc(S(=O)(=O)Nc3ccccc3Cl)c2)s1	1	-0.2	-13	-5	3	0	-1	0	-4	-2
O=P(c1ccccc1)(c1ccccc1)C(O)c1ccncc1 (stereo not drawn)	24*	-0.3	-12	-4	6	-3	5	0	6	3
CCN1C(=O)[C@H]2[C@@H](c3ccc(OC)cc3)N3C(=O)CN(Cc4ccccc4)C(=O)[C@@]3(Cc3ccccc3)[C@H]2C1=O	-4	0.8	-21	-3	-2	4	0	-1	-1	10
Cn1cc(Br)c(-c2cccc(NC(=O)CC(C)(C)CC(=O)O)c2)n1	4	-0.1	-2	-2	-3	1	-4	3	-4	-1
CCn1c(=NC(=O)c2ccc(S(=O)(=O)N(C)C)cc2)sc2cccc(OC)c21	1	-1.5	-7	-3	-2	1	0	2	-5	2
CCc1nc2ccc(C(=O)NCCOc3ccc(OC)cc3)cn2c1N(CCN(C)C)CC1CC1	-3	1.0	-8	-9	-2	-2	-1	8	-10	0
CCCCOC(=O)c1ccc(NC(=O)c2cc(Cl)c(Cl)cc2C(=O)O)cc1	1	0.0	5	-5	1	0	0	-1	-3	-1
Fc1ccc(CSc2ccc(-c3ccco3)nn2)cc1	6	0.3	-20	-6	54*	4	-6	4	1	6
COc1ccc(C)cc1-n1cnc2sc(C)c(C)c2c1=O	5	-0.2	-6	5	-5	0	-2	1	-4	5
Cn1c2ccccc2c2nnc(SC3CCOC3=O)nc21 (stereo not drawn)	-3	-0.5	10	3	-2	-7	6	-1	12	-6
COc1ccccc1-c1ccc([C@@H]2C[C@H]3[C@H](CON3C)CN2CC2CCCCC2)cc1	-2	0.8	-10	5	-4	-2	-7	8	8	5
O=C(NCCOc1ccccc1)c1cc(C(=O)NCCOc2ccccc2)cc([N+](=O)[O-])c1	-10	0.9	10	1	1	2	4	-2	-5	-3
CC(C)c1nc2oc3c(NCC4CCCO4)ncnc3c2c2c1CCC2 (stereo not drawn)	4	-0.2	-8	5	-1	-2	8	-1	-5	0
O=C(Nc1ccc(S(=O)(=O)Nc2cnc3ccccc3n2)cc1)c1ccc(F)cc1	-5	0.8	-22	-10	-1	3	-6	5	-7	6
Cc1ccc(-c2nc(NCCN3CCOCC3)c3ccccc3n2)cc1	-2	0.1	-6	-1	-1	1	-7	5	1	5
N#Cc1ccc(OCc2c(-c3ccccc3)nnn2CC(=O)O)cc1	1	-0.5	7	3	4	-1	5	-2	6	-2
CC1CC1C(=O)N1CCN(S(=O)(=O)c2cccc(F)c2)CC1 (stereo not drawn)	16	-0.3	-7	7	-1	8	-8	2	-4	5
O=[N+]([O-])c1ccc2c(c1)C=C1CCCCC1(N1CCCC1)O2 (stereo not drawn)	21*	-0.5	1	-3	-2	-4	-3	0	-2	2
O=C(NC1CCCCC1)C(c1ccccc1)N1CCOCC1 (stereo not drawn)	1	0.4	-4	-1	-2	-6	10	1	-1	0
CCCSc1oc(-c2ccco2)nc1S(=O)(=O)c1ccccc1	-1	-0.5	12	-6	-1	2	11	1	1	-1
(continued)
SMILES	SIAE inh	proKLK7 act	TDP2 inh	Tn7 DDE FP	PRMT1 FP inh	MBD2 DNA inh	TCR CD3 inh	LEDGF integ inh	DDE Tn6 FP inh	UHRF1 MBD2 ctr
CC1=C(C(=O)Nc2cc(C(=O)NCCC(C)C)ccc2C)SCCO1	3	-0.1	-7	6	0	-1	2	-1	-3	-2
COc1ccc(/C=N/NC(=O)c2ccc(Cn3cc([N+](=O)[O-])cn3)o2)c(OC)c1C	0	-0.4	-20	-1	0	1	-9	3	6	5
CN(C)CCN(C)c1cc2c(c3c1ccn3C)C1CCC2O1 (stereo not drawn)	14	-3.1	-3	6	6	-11	2	1	8	-4
CC(=O)c1c(C)[nH]c(C(=O)Nc2cccc3ccccc23)c1C	5	-0.7	-6	-4	4	-2	-2	-4	1	-1
COC(=O)c1cc(S(=O)(=O)NCCN2CCN(c3ccccc3F)CC2)c[nH]1	1	-0.3	1	-1	1	4	-3	-2	-1	-1
CC1=C(C(=O)N2CCOCC2)C(c2c(C)cc(C)cc2C)NC(=S)N1 (stereo not drawn)	8	0.6	6	3	2	1	9	-2	2	-1
CN(C(=O)c1ccco1)c1nnc(-c2ccc(F)cc2)s1	-7	-0.5	21	-2	5	0	8	-2	1	-3
CCN1CCN(c2ccc(NC(=O)c3ccccc3F)cc2Cl)CC1	-3	0.4	-16	-1	4	-1	-6	0	-4	5
O=C(c1cccs1)n1nc(-c2ccccc2)nc1NCc1ccc(F)cc1	-3	0.0	2	-3	-1	2	0	2	1	-5
O=[N+]([O-])c1cccc(-c2cnc3ccccc3n2)c1	-2	-0.3	-1	7	0	-1	7	2	3	-2
CC(=O)N1CCOc2ccc(S(=O)(=O)N3CCC(C(=O)Nc4cc(C)cc(C)c4)CC3)cc21	1	0.0	-5	-6	1	2	-5	1	-2	-1
COc1ccc2[nH]cc(CCNC(=O)/C=C/[C@H]3O[C@@H](n4cc(C)c(=O)[nH]c4=O)C[C@@H]3O)c2c1	6	0.5	11	0	1	-7	1	1	-9	0
CN1CCN(c2ccc(NC(=O)COc3ccccc3)cc2Cl)CC1	5	-0.3	6	-1	-8	-3	2	5	8	-1
